12-hLO inh = 12-hLO (ALOX12) enzyme inhibition; Potency, µM (doses to about 57.1 µM), inactives show at the highest dose activity change, negative = inhibition, actives largely listed as inhibitors; 150,000 compounds, 0.12% hits; purified 12-hLO, xylenol orange hydroperoxide absorbance; note: potency is the fitted concentration of half-maximal effect; nearly all actives have a fitted effect of over 55% in size; many of its hits are not listed in these tables
Target sequence (P18054 whole entry, looked up): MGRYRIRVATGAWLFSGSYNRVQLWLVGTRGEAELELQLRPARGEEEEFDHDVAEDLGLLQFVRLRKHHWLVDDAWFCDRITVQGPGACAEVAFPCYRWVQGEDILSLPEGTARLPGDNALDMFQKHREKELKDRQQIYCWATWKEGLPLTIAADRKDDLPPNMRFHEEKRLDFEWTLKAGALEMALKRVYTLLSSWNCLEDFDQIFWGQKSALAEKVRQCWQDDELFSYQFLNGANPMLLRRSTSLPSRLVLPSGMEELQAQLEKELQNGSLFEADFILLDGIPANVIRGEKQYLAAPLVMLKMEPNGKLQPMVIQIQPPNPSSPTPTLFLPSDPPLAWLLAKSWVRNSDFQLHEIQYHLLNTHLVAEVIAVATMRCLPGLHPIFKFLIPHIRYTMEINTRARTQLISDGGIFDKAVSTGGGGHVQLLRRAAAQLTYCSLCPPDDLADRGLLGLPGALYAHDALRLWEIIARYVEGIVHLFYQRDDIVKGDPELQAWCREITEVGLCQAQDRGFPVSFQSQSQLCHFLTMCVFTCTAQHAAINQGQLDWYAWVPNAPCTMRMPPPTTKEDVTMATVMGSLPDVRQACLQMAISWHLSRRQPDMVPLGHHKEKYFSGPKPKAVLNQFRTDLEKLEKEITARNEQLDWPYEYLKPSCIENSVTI
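Hydroperoxide formation by human 12-lipoxygenase from 40 uM arachidonic acid was followed colorimetrically via ferric-xylenol orange complex, using the 573/405 nm absorbance ratio. Enzyme concentration was 150 nM, with 30 min reaction at room temperature.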
IMPase cell inh = IMPase inhibition in cells; 120,000 tested, under 10 active; P97697; CHO-M1 cells, IP1 accumulation, HTRF TR-FRET ratio; AID 901; inhibition (IP1 accumulation), % at 46.1 µM; active = well fitted curve in the direction sought with a large enough effect in the signal ratio, not every such curve was filed as active; inconclusive = small, poorly fitted or top-dose-only effect, or a change in a side signal; inactive = no such curve, though single readings can be large or run the other way; the % refers to the signal ratio;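 note: cells stimulated with carbachol in lithium chloride buffer; plate controls were DMSO basal wells for no effect and reference inhibitor wells for full effect; higher means more IMPase inhibition seen as more IP1 and lower FRET ratio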
Target sequence (P97697 whole entry, looked up): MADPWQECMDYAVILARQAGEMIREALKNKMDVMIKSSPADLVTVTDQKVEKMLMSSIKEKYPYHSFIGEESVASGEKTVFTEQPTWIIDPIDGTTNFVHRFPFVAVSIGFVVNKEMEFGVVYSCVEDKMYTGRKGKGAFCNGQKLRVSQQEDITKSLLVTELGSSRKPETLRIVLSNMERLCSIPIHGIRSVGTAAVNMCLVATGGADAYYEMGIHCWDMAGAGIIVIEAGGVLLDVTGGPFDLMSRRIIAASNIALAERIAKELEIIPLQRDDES
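In this qHTS, compounds (final up to 46 uM) act on CHO-M1 cells that are then activated through the M1 receptor with carbachol, in pH 7.4 buffer containing 50 mM LiCl, for 30 min. IP1 accumulation is quantified by the IP-One immunoassay.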
PNC assembly inh = blocks assembly of the perinucleolar compartment; 140,000 compounds, 3.1% hits; activity change (PNC), negative = inhibition, % at 10 µM; PC3M PTB-GFP, PNC prevalence imaging, 16 h; stronger effect = lower value;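 active = readout at or below -70, meaning at least 70% loss of cells showing the perinucleolar compartment, a nuclear body marking cancer cells; inconclusive = readout between -30 and a set limit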;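 note: plate controls were DMSO wells for no effect and camptothecin positive control wells for full effect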
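Read-out is percentage of cells bearing a perinucleolar compartment, from automated 20x imaging of fixed, Hoechst-stained PC3M PTB-GFP cells. Cells were seeded 4 h, then exposed 16 h to compound (23 nl of library stock) in duplicate plates.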
15-hLO-2 inh = 15-hLO-2 (ALOX15B) enzyme inhibition. Potency, µM (top dose mostly 57.1 µM), for inactives: at the top dose activity change, negative = inhibition, usual class: inhibitors. 110,000 compounds, 0.56% hits. purified 15hLO-2, xylenol orange hydroperoxide absorbance; note: potency is the fitted concentration of half-maximal effect; nearly all actives have a fitted effect of over 60% in size; many of its hits are not listed in these tables
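Enzyme 50 nM, AA 45 uM, 25 mM Hepes pH 7.5 + 0.01% Triton X-100; cpd preinc 15 min RT, rxn 90 min RT; stop/detect with 200 uM XO + 300 uM Fe(II) in 50 mM H2SO4, 30 min; A573/A405.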
Starred values were filed as active, the others as inactive; u = inconclusive; x = no result given; [ ] = another dose, or the depositor's remark. Unless noted, calls come from the whole dose curve; as a rule, active = well fitted curve in the direction sought with a large enough effect; inconclusive = small, poorly fitted or top-dose-only effect, or another doubt; inactive = no such curve, though single readings can be large; an effect the other way counts as inactive or inconclusive. Unless noted, % is set by controls: 0 for no effect and ±100 for the full control effect.

SMILES	12-hLO inh	IMPase cell inh	PNC assembly inh	15-hLO-2 inh
N#CC1=C(Nc2ccccc2)SC=C(c2ccc(Br)cc2)N=C1N1CCOCC1	u	9	7	21%
O=C(Oc1ccccc1-c1nnco1)c1ccccc1	-7%	-9	15	1%
Cc1cc(C)cc(OCC(=O)NC2CCCc3ccccc32)c1 (centres undefined)	1%	7	-15	x
COc1ccc(-c2[nH]c(-c3ccc(C)cc3)nc2SCC(=O)NC2CCCC2)cc1	-6%	x	43	x
O=C(COC(=O)c1cc(-c2ccccc2)nc2ccccc12)Nc1ccc2c(c1)OCO2	3%	-12	14	x
CC(=O)c1cccc(N(CC(=O)Nc2cccnc2)S(C)(=O)=O)c1	-2%	7	17	9%
CC(C)COc1ccc(C(=O)Nc2ccc(NC(=O)c3ccco3)c(Cl)c2)cc1	13%	-14	16	-13%
Cc1cc(=O)[nH]c(SCc2nc3ccc([N+](=O)[O-])cc3[nH]2)n1	-4%	x	u	x
C=CCSc1nc2sc3c(c2c(=O)n1CC)CCc1ccccc1-3	u	-6	-4	u
COc1ccc(C(C)=O)cc1CSc1nncn1-c1ccccc1	-6%	14	u	x
Cc1ccc(NC(=O)CCSCCC(=O)Nc2ccc(C)c(C)c2)cc1C	-19%	3	46	u
Cc1sc2nc(C)n(/N=C/c3ccccc3O)c(=O)c2c1C	-2%	4	4	0%
CC(=O)Nc1sc(NC(=O)c2ccccc2)nc1-c1cccs1	-4%	-6	-3	-9%
COc1ccc(N2CC(=O)N(c3ccccc3)C2=S)cc1	0%	-4	u	x
O=C(CCNc1cc(Cl)cc(Cl)c1)c1cccs1	11%	12	15	-3%
CCCCCCCC(=O)Nc1ccc(S(=O)(=O)Nc2nccs2)cc1	-4%	x	22	x
CC(C)Oc1ccc(Cc2c(O)nc(NCCCN(C)C)[nH]c2=O)cc1	-5%	7	-4	x
c1ccc(Cc2nnc(-c3ccccc3)o2)cc1	-1%	9	u	-4%
CCOC(=O)c1ccc(NC(=O)CCc2nc(-c3ccccc3Cl)no2)cc1	-6%	-6	-4	6%
Cc1cccc(C(=O)N2CCN(c3ccc(C(F)(F)F)cn3)CC2)c1C	-5%	7	-22	5%
CC(=O)N[C@H]1C[C@@H]1c1ccccc1	1%	18[1.84 µM]	u	3%[11.4 µM]
CCCc1cc(=O)n2c([nH]c3ccccc32)c1C#N	-1%	1	u	-19%
Cc1ccc(CSc2nnc(-c3ccc(NS(=O)(=O)c4ccccc4)cc3)o2)cc1	0%	3	-12	x
Cc1nn(-c2ccccc2)c(C)c1CCC(=O)O	0%	-1	18	-7%
COc1ccc(-c2nc(C#N)c(N3CCOCC3)o2)cc1OC	-2%	3	u	-5%
O=C(O)C1OC2OC3(CCCCC3)OC2C2OC3(CCCCC3)OC12 (centres undefined)	0%	-6	u	x
CCC(=O)Nc1sc(C(=O)OC)c(C)c1C(=O)OC	-2%	-6	u	-3%
Fc1cc(F)c2nc(N3CCOCC3)sc2c1	2%	-4	u	x
CCN(CC)S(=O)(=O)c1ccc(S(=O)(=O)N2CCCC2C(=O)O)cc1 (centres undefined)	3%	-9	-29	1%
Cc1ccc(N2CCN(c3ccc(C)cc3)C(CC(=O)O)C2=O)cc1 (centres undefined)	-6%	-6	11	-21%
CCC1=C(OC(=O)N(CC)CC)N2C(=O)OC(=NCC(=O)OC)[C@]2(C)[C@H]2C1=CC[C@H]1C(=O)N(CC(=O)OC)C(=O)[C@H]12	3%	x	x	-1%
COC(CNC(=O)c1cc(Sc2nnc(C)s2)nc2ccccc12)OC	-4%	1	9	x
CCOc1ccc(C(=O)NCC(=O)OCC(=O)N2CCC(C)CC2)cc1	3%	-2	60	1%
COc1ccc(Cn2c(SCc3cc(C)ccc3C)nc3cc(OC)c(OC)cc3c2=N)cc1	-3%	5	-114*	24%
C[C@H](C[C@H](N)C(=O)O)C(=O)O	0%	1	x	14%
Cc1cccc(C=Nc2ccc3c4c(cccc24)CC3)c1O	-10%	-10	u	x
CCOc1ccc(CNC(=O)CCCOc2cc(=O)n(C)c3ccccc23)cc1	-4%	2	-29	5%
S=c1sc(SCCOc2ccccc2)nn1-c1ccccc1	-15%	-1	3	x
CCN1C=C(Cc2cccs2)C2=C(C1)C(c1cccs1)C(C#N)=C(N)O2 (centres undefined)	-29%	7	-24	9%
CCN(CC)CCOc1ccc2c(c1)C(=NO)c1cc(OCCN(CC)CC)ccc1-2	2%	9	7	6%
O=C(Cc1ccccc1)Nc1cccc(-c2nc3ncccc3o2)c1	3%	8	-12	0%
Cc1ccc(NC(=O)CCC(=O)O)cc1F	-1%	6	u	3%
CN(C)CC/C=C1\c2cc(F)ccc2CSc2ccccc21	6%	x	1	x
Cc1cccc(NC2=C(NCCO)C(=O)c3ccccc3C2=O)c1	-12%	x	-28	x
COc1ccc(OC)c(C2NC(=O)c3sc(=S)n(-c4ccccc4)c3N2)c1 (centres undefined)	-13%	4	4	-24%
COc1ccc(OC)c(N(CC(=O)N2CCCC2)S(=O)(=O)c2ccc(OC)c(OC)c2)c1	-3%	11	u	1%
N#Cc1cccc(C(c2nnnn2Cc2ccccc2)N2CCCC2)c1 (centres undefined)	-4%	7	-25	-5%
O=C(CSc1ccc(-c2ccccc2)nn1)N1CCCc2ccccc21	-3%	4	0	x
CCCCN1C(=O)CCC(C(=O)O)C1c1ccc(OC)cc1 (centres undefined)	0%	x	37	x
Cc1nn(C)c(C)c1/C=N/NC(=O)CCn1cc([N+](=O)[O-])cn1	-3%	x	-1	x
O=C(CCCCCn1c(=S)[nH]c2ccc(Br)cc2c1=O)NCC1CCCO1 (centres undefined)	5%	-4	1	-6%
CCOC(=O)C1CCCN(c2c(N3CCOCC3)c(=O)c2=O)C1 (centres undefined)	-6%	2	-14	1%
O=C1[C@@H]2[C@@H]3C[C@@H]([C@H]4ON=C(c5ccc(Cl)cc5)[C@@H]34)[C@@H]2C(=O)N1c1ccc2c(c1)OCO2	-6%	0	3	x
O=C(CN1CCN(Cc2ccccc2Cl)C1=O)N1CCCCCC1	1%	1	-13	-1%
CCc1nn2c(N3CCOCC3)cc(C)nc2c1-c1ccc(F)cc1	-1%	0	28	3%
O=C(Nc1ccc2c(c1)OCCO2)c1ccncc1	3%	6	-27	-11%
O=C1c2ccccc2C(=O)N1CC1c2ccccc2CCN1S(=O)(=O)c1cnc[nH]1 (centres undefined)	-6%	14	43	0%
COc1ccc(CCN2C(=O)CC(Sc3ncccc3C(=O)O)C2=O)cc1OC (centres undefined)	4%	0	u	3%
CCN(CC)c1ccc(C(=O)c2ccccc2C(=O)O)c(O)c1	-1%	-5	-23	x
CCCn1c(SCC(=O)NC2CCCCC2C)n[nH]c1=O (centres undefined)	4%	-5	33	19%
Additional compounds follow.
SMILES	12-hLO inh	IMPase cell inh	PNC assembly inh	15-hLO-2 inh
Cc1ccc(-n2nc(C)c(NS(=O)(=O)c3ccccc3)c2C)cc1C	0%	2	u	-11%
CCN1CCN(C(=O)c2ccccc2N(Cc2ccccc2)S(=O)(=O)c2ccc(C)cc2)CC1	12%	3	10	31%[activator]
CCCCN=C(C)c1c(O)c2ccccc2oc1=O	-1%	6	3	u
CCn1nnnc1SCC(=O)Nc1sc(C)c(C)c1C#N	-2%	6	-6	-6%
N=C(N)SCc1ccc(Cl)cc1Cl (tested in a mixture with another compound)	2%[11.4 µM]	x	x	3%[11.4 µM]
CC(=O)c1ccc(NC(=O)CC(NCCC2=CCCCC2)C(=O)O)cc1 (centres undefined)	4%	x	1	x
C=CCSc1ncccc1C(=O)O	0%	-4	14	9%[2.29 µM]
CCOC(=O)c1cnn(CCOC(=O)c2cccs2)c1NC(=O)c1cccs1	-4%	4	u	3%
Cn1cccc1C(=O)N1CCC2(CC1)CN(c1ccncc1)C2	-6%	x	x	2%
COc1ccc2nc(C)cc(SCC(=O)N/N=C/c3c(OC)ccc4ccccc34)c2c1	-3%	x	u	x
O=C(COC(=O)c1oc2ccccc2c1CSc1ccc(Cl)cc1)NC1CCCC1	1%	x	-25	x
Nc1cc(=O)nc(SCC(=O)NCc2ccccc2)n1CCc1ccccc1	-4%	-9	u	1%
Cn1c(=O)[nH]c(=O)c2c1nc(N1CCN(CCO)CC1)n2CCSc1nc2ccccc2s1	-1%	4	6	-2%
CC(=O)Nc1cccc2c1C(=O)NC2=O	2%	-2	u	1%
CCOC(=O)C(NC(=O)NCc1ccccc1OC)(OCC)C(F)(F)F (centres undefined)	-5%	-1	3	x

Part of the list above, field by field.
smiles: O=C(COC(=O)c1oc2ccccc2c1CSc1ccc(Cl)cc1)NC1CCCC1
  12-hLO inh: 1%	IMPase cell inh: x	PNC assembly inh: -25	15-hLO-2 inh: x
smiles: Nc1cc(=O)nc(SCC(=O)NCc2ccccc2)n1CCc1ccccc1
  12-hLO inh: -4%	IMPase cell inh: -9	PNC assembly inh: u	15-hLO-2 inh: 1%
smiles: Cn1c(=O)[nH]c(=O)c2c1nc(N1CCN(CCO)CC1)n2CCSc1nc2ccccc2s1
  12-hLO inh: -1%	IMPase cell inh: 4	PNC assembly inh: 6	15-hLO-2 inh: -2%
smiles: CC(=O)Nc1cccc2c1C(=O)NC2=O
  12-hLO inh: 2%	IMPase cell inh: -2	PNC assembly inh: u	15-hLO-2 inh: 1%

Carrying on.
SMILES	12-hLO inh	IMPase cell inh	PNC assembly inh	15-hLO-2 inh
CCOC(=O)N1CCC(N2CC34C=CC(O3)C(C(=O)O)C4C2=O)CC1 (centres undefined)	-4%	9	-108*	1%
C/C=C1\C2C=C(C)CC1(N)c1ccc(=O)[nH]c1C2 (centres undefined)	-1%[0.00818 µM]	x	x	-10%[0.0915 µM]
O=c1[nH]c2cc3c(cc2cc1CN(CC1CCCO1)S(=O)(=O)c1ccc(Cl)cc1)OCCO3 (centres undefined)	5%	-10	u	3%
Cn1c(=O)c2c(ncn2CC(COCc2ccc(Cl)cc2)OCc2ccc(Cl)cc2)n(C)c1=O (centres undefined)	-8%	17	-14	0%
Cc1ccccc1N/C(SCc1ccc(Cl)cc1)=C(/C#N)C(=O)NCc1ccco1	-23%	11	49	-2%
O=C(CCCC(=O)N(CC(=O)NC1CCCC1)Cc1ccccc1Cl)Nc1ccccn1	-5%	3	3	-1%
COc1ccc(/C(N)=C/C(=O)C(C)(C)C)cc1	-5%	13	12	-3%
CCOC(=O)CN1C(=O)C(O)(c2c(C)[nH]c3ccccc23)c2ccccc21 (centres undefined)	-5%	2	-15	-16%
COc1ccccc1/C=N/NC(=O)c1ccc(-c2ccccc2)cc1	-1%	-1	51	x
O=C(CNC(=S)N(CCCN1CCOCC1)Cc1cccs1)NCCCN1CCOCC1	-2%	x	18	x
CC1(C)CC(=O)c2cc(C(=O)O)c(=O)n(-c3ccccc3)c2C1	4%	-2	u	-6%
Cc1cc(C)c2nc(N3CCCC(C(=O)NCCCN4CCOCC4)C3)sc2c1 (centres undefined)	4%	1	5	27%
CC(NC(=O)C(=O)NN=C1CCC(C(C)(C)C)CC1)c1ccccc1 (centres undefined)	0%	-6	-5	x
Cn1nnnc1SCC1=C(C(=O)O)N2C(=O)[C@@H](NC(=O)[C@@H](O)c3ccccc3)[C@@H]2SC1	-5%[25.6 µM]	-7[20.6 µM]	x	19%[25.6 µM]
Cc1ccc(OCC(=O)OC2CCS(=O)(=O)C2)cc1 (centres undefined)	0%	-2	u	-3%
CCN(CC)S(=O)(=O)c1ccc2c(c1)c(C(=O)O)cn2C	-3%	-3	14	-4%
COc1cc(OC)c(C2N(c3cc(C)on3)C(=O)C3CCCN32)cc1OC (centres undefined)	2%	0	14	-4%
O=C(NO)c1ccc(OC(F)F)cc1	-25%	2	144	u
O=[N+]([O-])c1c(Cl)cc(Cl)cc1Cl	-1%	x	x	2%
Cc1ccc(NC(=O)c2ccc(-n3cncn3)c([N+](=O)[O-])c2)cc1	5%	4	-4	0%

High-throughput results: PubChem, National Center for Advancing Translational Sciences (NCATS)

The list is partial, so the mix of outcomes need not match the whole.
